Source: PubChem BioAssay
RAD52 anneal inh: blocks human RAD52 DNA annealing. recombinant RAD52 DNA annealing, FRET fluorescence. 0.46% of 360,000 active. inhibition, % at 18.7 µM. AID 651710;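 active = every replicate showing at least 50% inhibition; inconclusive = mean inhibition at least 50% but not in every replicate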
Target sequence (P43351 whole entry, looked up): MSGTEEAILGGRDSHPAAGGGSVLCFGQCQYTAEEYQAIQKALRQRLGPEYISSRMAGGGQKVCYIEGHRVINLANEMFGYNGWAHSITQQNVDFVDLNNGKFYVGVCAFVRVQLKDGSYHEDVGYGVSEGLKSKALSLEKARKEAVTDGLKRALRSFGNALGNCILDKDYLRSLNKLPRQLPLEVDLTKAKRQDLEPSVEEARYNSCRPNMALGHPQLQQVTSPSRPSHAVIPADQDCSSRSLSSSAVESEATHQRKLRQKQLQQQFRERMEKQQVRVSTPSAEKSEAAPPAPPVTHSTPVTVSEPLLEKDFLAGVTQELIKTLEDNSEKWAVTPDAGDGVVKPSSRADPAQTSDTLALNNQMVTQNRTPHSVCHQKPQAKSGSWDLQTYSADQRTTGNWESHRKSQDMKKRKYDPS
EWS-Fli inh: inhibitors of EWS/Fli oncoprotein transcriptional activity | A673 NR0B1-luciferase reporter, viability-normalised | inhibition, % at 12.6 µM | 0.67% of 350,000 active | AID 651661;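 active = mean inhibition of at least 50% after viability correction, with every replicate also passing that limit; inconclusive = mean reaches 50% but only one of two replicates passes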;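 also: firefly luciferase signal divided by Alamar Blue viability fluorescence both relative to DMSO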
FN deposit inh: fibronectin deposition inhibition. AH1F fibroblasts, Alexa488-fibronectin deposition fluorescence, overnight. inhibition, % at 12.6 µM. 0.086% of 350,000 active;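 active = mean inhibition across replicates of 30% or more, regardless of how many single replicates reach that level; inconclusive = mean under 30% yet at least half of replicates reach 30%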;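 also: positive control wells lacked labelled fibronectin entirely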
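Schedule: 1 h cell adhesion before compound, then overnight fibronectin incubation; test system: AH1F fibroblast monolayer depositing Alexa488-labelled fibronectin into matrix; quantity: 10000 AH1F cells per well; probe or stimulus: fluorescent fibronectin at 24 nM final; signal: fluorescence, ex 485 nm, em 525 nm; evaluation: percent inhibition as loss of matrix-bound fibronectin fluorescence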
RAD54 inh: blocks human RAD54 Holliday junction branch migration. Q92698. FAM/BHQ fluorescence. inhibition, % at 10.4 µM. 0.14% of 360,000 active. AID 602329;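 active = mean normalized replicate activity at least 40 and at least half of replicates scoring 40 or more; inconclusive = only one of the two criteria met; inactive = mean below 40 and under half of replicates reaching 40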;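 also: 0% = median of neutral control wells and 100% = median of positive control wells; inhibitors cause a drop in the FAM fluorescence signal; in these data hits start at about 50%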
Xi reactivation: reactivates the inactive X chromosome in mouse fibroblasts. XiGFP mouse fibroblasts, % GFP-positive cells imaging, 3 d; cells co-treated with 5-aza-dC sensitizer; scaled so ellipticine positive control = 100%. AID 743238. activation, % at 7.58 µM. 0.055% of 360,000 active;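 active = mean normalized replicate activation at least 10% and every replicate at or above 10%; inconclusive = only one of the two criteria met; inactive = mean below 10% and not all replicates reach 10%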;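 also: 0% = median of on-plate neutral control wells and 100% = ellipticine 6 µM median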
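System: 68-5-11 XiGFP fibroblast line | Buffer or medium: DMEM containing 5-aza-dC | Compound: Single point | Times: Compounds 3 days, fix/stain 15 min at room temperature | Benchmarks: Positive control ellipticine, 6 µM final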
esBAF inh: inhibitors of esBAF chromatin remodeling in mouse ES cells; reporter increase, % at 12.5 µM; 2% of 350,000 active; Bmi1-luciferase knock-in reporter, 24 h; 100% = twice the neutral-well signal; in the data active = activation above about 40%; inconclusive = no clear call, values can overlap the other calls;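 also: 0% = median of the plate's neutral control wells and 100% = double that signal; a rise in the Bmi1 reporter signal indicates esBAF inhibition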
E-sel inducer: induces E-selectin expression in human endothelial cells. P16581. HUVEC E-selectin immunofluorescence imaging; normalized: neutral wells 0, TNF-alpha wells 100. activation, % at 7.58 µM. 0.37% of 260,000 active. AID 686992;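 active = mean E-selectin-positive cell signal at least 10% of the positive control, reached in at least 60% of replicates, without over 20% cell loss; inconclusive = no rule given, readout overlaps actives, possibly toxicity-flagged; inactive = the rest, including those meeting only one limit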;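 also: in these data hits start at about 27%; measured in HUVEC primary endothelial cells; signal is the percent of cells scored E-selectin positive by PE staining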
Target sequence (P16581 whole entry, looked up): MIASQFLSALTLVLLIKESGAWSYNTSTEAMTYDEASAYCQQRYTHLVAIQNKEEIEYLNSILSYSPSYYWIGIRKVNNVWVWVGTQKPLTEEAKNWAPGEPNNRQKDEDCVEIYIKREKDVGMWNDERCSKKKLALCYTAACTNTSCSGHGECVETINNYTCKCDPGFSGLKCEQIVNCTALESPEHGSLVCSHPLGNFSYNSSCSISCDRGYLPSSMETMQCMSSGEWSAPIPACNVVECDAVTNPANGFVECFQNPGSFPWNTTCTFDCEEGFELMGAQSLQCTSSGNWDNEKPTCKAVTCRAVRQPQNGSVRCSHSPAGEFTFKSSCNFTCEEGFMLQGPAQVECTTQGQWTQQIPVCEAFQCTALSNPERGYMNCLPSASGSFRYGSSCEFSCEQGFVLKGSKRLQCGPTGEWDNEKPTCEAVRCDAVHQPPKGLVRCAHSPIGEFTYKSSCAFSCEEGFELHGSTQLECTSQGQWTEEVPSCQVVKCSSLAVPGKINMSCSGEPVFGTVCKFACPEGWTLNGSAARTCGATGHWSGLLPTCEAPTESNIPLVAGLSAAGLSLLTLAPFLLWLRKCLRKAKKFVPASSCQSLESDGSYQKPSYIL
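Assay system: HUVEC, human umbilical vein endothelial cells / Amount: 3,000 HUVEC/well / Controls: TNF-alpha positive control, DMSO neutral control / Compound dosing: single concentration / Medium: EGM-2 over gelatin coat / Evaluation: percent E-selectin-positive cells / Signal: immunofluorescence imaging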
S100A4 inh HTS: S100A4-myosin IIA interaction inhibition; AID 652163; S100A4/TAMRA-MyoIIA peptide fluorescence polarization; inhibition, % at 10.7 µM; 0.14% of 360,000 active;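 active = mean inhibition of at least 70% across replicates, with every replicate also reaching that level; inconclusive = mean inhibition reaches 70% but some replicates fall short; inactive = mean inhibition below 70%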
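Material: S100A4 monomer protein | Medium: HEPES pH 7.2 with CaCl2, KCl, NaCl, DTT, Triton | Reagent: Labelled myosin peptide probe, 5 nM | Doses: One dose per compound | Times: 5 min incubation before reading | Benchmarks: Neutral control DMSO, positive control TFP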
The depositor's hits bear a star; ? = inconclusive; . = no result given. Rows were taken by chance. Share with any hit: about 3%.

SMILES	RAD52 anneal inh	EWS-Fli inh	FN deposit inh	RAD54 inh	Xi reactivation	esBAF inh	E-sel inducer	S100A4 inh HTS
CC(C)n1nnnc1C1c2ccccc2C(=O)N1CCOc1ccccc1 (configuration not stated)	-1	-27	0	.	0.4	.	7.9	-4
C[C@@H]1CCCCO[C@@H](CN(C)C(=O)c2ccccc2)[C@H](C)CN([C@@H](C)CO)C(=O)c2cc(NS(=O)(=O)c3ccccc3)ccc2O1	3	6	-5	-3	0.2	9	.	-1
CC(=O)c1c(C)[nH]c(C(=O)OCC(=O)Nc2cccc(S(=O)(=O)N(C)C)c2)c1C	-7	8	7	-7	0.4	-15	.	2
COCCNC(=O)C[C@@H]1C[C@H]2c3cc(NS(C)(=O)=O)ccc3O[C@H]2[C@H](CO)O1	0	4	-5	-15	0.1	2	-0.1	0
COc1ccc(NC(=O)N(C)C[C@H]2Oc3ccc(NS(=O)(=O)c4cn(C)cn4)cc3C(=O)N([C@@H](C)CO)C[C@@H]2C)cc1	3	-7	.	9	-0.9	4	.	30
CC(=O)N1[C@H](CO)[C@H](c2ccc(C3=CCCC3)cc2)[C@@H]1CNC(=O)CC1CC1	-39	3	-5	.	0.3	.	-0.1	-1
CC1CN(C(=S)Nc2cccc(F)c2)CC(C)O1 (configuration not stated)	1	4	3	-10	-0.1	4	.	-3
Fc1ccccc1N1CCN(Cc2nc(-c3ccc(Cl)cc3Cl)no2)CC1	.	.	0	-1	.	-8	-1.5	.
O=C1C2CC=CCC2C(=O)N1c1ccc(N2CCN(c3ccccn3)CC2)c([N+](=O)[O-])c1 (configuration not stated)	-1	-2	-14	.	0.0	.	3.0	-4
COC(=O)c1ccc(CN2CC(=O)N3[C@H](CO)[C@@H](c4ccc(Br)cc4)[C@H]3C2)cc1	2	-13	.	.	0.3	.	0.4	-8
CCCNC(=O)N1CC(=O)N2[C@H](CO)[C@@H](c3ccc(C#Cc4ccc(F)cc4)cc3)[C@H]2C1	-12	.	.	.	0.0	.	0.3	-1
CC/C(Cc1ccccc1)=N\NC(=O)c1cc([N+](=O)[O-])cc([N+](=O)[O-])c1	-3	1	0	4	0.0	-11	.	-6
CC(C)(C)c1ccccc1NC(=O)c1cc(-c2ccncc2)nc2ccccc12	-6	13	-4	0	0.2	-6	-0.3	0
CC(=O)Nc1ccc(NC(=O)CSc2nc(=O)n(CCCN3CCOCC3)c3c2CCC3)cc1	1	1	-14	-6	0.1	-7	-0.2	1
CCC1CCCCN1Cc1c(O)ccc2c(=O)c(-c3ccccc3)coc12 (configuration not stated)	-17	-1	7	-2	0.1	10	.	1
Cc1noc(C)c1NC(=O)N(C)C[C@H]1Oc2ccc(NC(=O)Nc3cccc4ccccc34)cc2CC(=O)N([C@H](C)CO)C[C@H]1C	-3	-7	1	7	-0.4	8	-0.1	-10
O=C(COC(=O)/C=C/c1ccc(Cl)c(Cl)c1)NC1CCS(=O)(=O)C1 (configuration not stated)	-7	-4	-6	0	0.0	3	.	-2
C[C@@H]1CN([C@H](C)CO)C(=O)c2cc(NS(=O)(=O)c3ccc(F)cc3)ccc2O[C@@H](C)CCCCO[C@H]1CN(C)C(=O)C1CCCCC1	-3	1	-6	-2	-0.1	5	0.1	-7
O=C(Nc1ccccc1NC(=O)c1ccc(F)cc1)c1ccc(F)cc1	-4	0	8	2	0.2	4	0.2	-2
CCOc1cccc2cc(-c3nnc(NCc4ccc5c(c4)OCO5)s3)c(=O)oc12	-22	10	0	5	0.0	-3	.	1
Cc1cccc(N2CCN(c3nc4nonc4nc3N3CCSCC3)CC2)n1	-23	2	-13	-4	-0.1	3	3.7	-5
O=C(Cn1nc(C(F)(F)F)c2c1CCCC2)Nc1ccc2c(c1)OCO2	.	.	-5	-1	.	10	1.6	.
C[C@@H]1CN([C@@H](C)CO)C(=O)c2cc(NC(=O)Cc3cn(C)c4ccccc34)ccc2O[C@H]1CN(C)S(=O)(=O)c1ccc(Cl)cc1	2	1	.	-1	-0.4	0	0.8	-7
CS(=O)(=O)N(CC(=O)N1CCN(Cc2ccccc2)CC1)c1ccccc1Br	-10	-2	0	7	0.0	-7	0.0	-5
C[C@@H]1CN([C@H](C)CO)C(=O)c2cc(-c3ccc(C#N)cc3)cnc2O[C@@H]1CN(C)C(=O)Nc1ccccc1	4	-8	.	8	1.1	2	0.0	-4
New compounds follow.
SMILES	RAD52 anneal inh	EWS-Fli inh	FN deposit inh	RAD54 inh	Xi reactivation	esBAF inh	E-sel inducer	S100A4 inh HTS
C[C@@H]1CCCCO[C@@H](CN(C)Cc2ccccc2)[C@H](C)CN([C@H](C)CO)C(=O)c2cc(NC(=O)Nc3ccc(F)cc3)ccc2O1	47	10	.	-1	0.0	3	0.1	30
CC(C)C#Cc1ccc2c(c1)O[C@@H](CN(C)C(=O)c1cccnc1)[C@@H](C)CN([C@H](C)CO)S2(=O)=O	6	5	.	4	0.3	5	-0.2	15
C/C(=N\NC(=O)c1nnn(-c2nonc2N)c1CN1CCCCC1)c1ccccc1O	-12	16	6	-5	0.2	-53	-0.3	-4
Cc1cnc(CNC(=O)c2ccc3sc([C@H]4C[C@H](O)[C@@H](CO)O4)nc3c2)cn1	0	5	1	-2	-0.1	-4	0.0	-2
CC(=O)c1ccc(NC(=O)C(C)Sc2nnc3ccccn23)cc1 (configuration not stated)	-5	-13	5	0	0.0	3	.	-2
Cc1onc(-c2ccccc2Cl)c1C(=O)N(C)Cc1ccccc1	-16	0	-1	4	0.0	2	0.1	-3
CC(=O)N(C)C[C@H]1Oc2cc(C#Cc3ccccn3)ccc2S(=O)(=O)N([C@@H](C)CO)C[C@H]1C	-11	-5	.	2	-1.4	-8	-0.1	6
CC(C)=N/N=C1/NC(=O)C(c2ccc(Cl)cc2)S1 (configuration not stated)	-15	1	4	-8	0.2	1	0.1	0
CC1=C(C(=O)N2CCOCC2)C(c2ccc(-c3ccccc3)cc2)NC(=S)N1 (configuration not stated)	-7	1	-1	-7	0.0	-1	2.1	-37
C[C@H]1CN([C@@H](C)CO)C(=O)c2ccccc2-c2ccccc2CO[C@H]1CN(C)C(=O)Nc1ccc(F)cc1	-2	1	4	2	0.5	-4	0.1	1
CCCCn1nnnc1C(c1cccc2ccccc12)N1CCN(C/C=C/c2ccccc2)CC1 (configuration not stated)	42	13	10	7	0.2	-10	-0.6	-6
CN1CCCCC(NC(=O)C23CC4CC(CC(C4)C2)C3)C1=O (configuration not stated)	-46	-3	-5	.	0.2	.	1.8	1
CN1CCN(C(=O)C[C@H]2CC[C@@H]3[C@H](COC[C@@H](O)CN3S(=O)(=O)c3cccc(Cl)c3)O2)CC1	4	-11	-5	4	-0.1	-4	0.0	2
COc1ccc(N/C(C)=C/C(=O)c2ccccc2)cc1	-9	-41	-3	-6	0.0	.	-2.0	0
C=CCC1(N(C(C)=O)c2ccccc2)CCCCC1	-7	1	-2	.	0.0	-4	.	1
C[C@H](CO)N1C[C@H](C)[C@H](CN(C)S(=O)(=O)c2ccc(F)cc2)Oc2c(NC(=O)C3CCOCC3)cccc2C1=O	-7	-1	.	2	1.4	-7	-0.4	-9
C[C@@H]1CN([C@H](C)CO)C(=O)c2cc(/C=C/c3ccccc3)cnc2O[C@@H]1CN(C)C(=O)NC1CCCCC1	26	2	2	-23	-0.3	-9	0.0	-6
CC(C)OCCCNS(=O)(=O)c1ccc2c(c1)oc(=O)n2C	-19	-1	-10	15	0.0	0	-0.1	4
COc1ccc(/C=C(\NC(=O)c2ccc(OC)cc2)C(=O)Nc2ccccc2C(=O)O)cc1	8	5	5	-23	0.2	-7	.	-4
COP(=O)(OC)C(Nc1ccc(Cl)cc1)c1ccccc1 (configuration not stated)	-5	-12	4	-4	0.0	0	0.0	-2
C[C@@H]1CCCCO[C@H](CN(C)C(=O)Nc2ccc3c(c2)OCO3)[C@H](C)CN([C@@H](C)CO)C(=O)c2cc(NC(=O)Nc3cccc4ccccc34)ccc2O1	-5	11	-15	-11	0.3	-9	0.9	43
O=C(CCCc1ccccc1)Nc1ccccc1[N+](=O)[O-]	-9	5	-7	-1	-0.1	53*	.	1
O=C(NC1CCCC1)N[C@@H]1C=C[C@H](CC(=O)N2CCOCC2)O[C@H]1CO	-8	-6	6	-4	0.2	0	-0.1	3
Cc1sc2ncnc(N3CCC(C(=O)N(C)CC(=O)Nc4cccc(F)c4)CC3)c2c1C	-98	10	-2	1	0.1	-4	.	-2
CC(=O)N1N=C(c2ccc(NS(C)(=O)=O)cc2)CC1c1ccc2nccnc2c1 (configuration not stated)	-11	0	4	.	0.0	.	0.0	-9
Next part
SMILES	RAD52 anneal inh	EWS-Fli inh	FN deposit inh	RAD54 inh	Xi reactivation	esBAF inh	E-sel inducer	S100A4 inh HTS
O=C(C(O)c1ccccc1)N1N=C(c2ccccc2)CC1(O)C(F)(F)F (configuration not stated)	-8	0	2	5	0.2	-1	0.0	-17
COc1cc2c(cc1OC)CN(C(=O)CCc1c[nH]c3ccccc13)[C@H](C(=O)O)C2	-13	13	-2	0	0.0	-4	-0.1	-2
O=C(C1CC1)N1CC(=O)N2[C@@H](CO)[C@H](c3ccc(-c4ccccc4F)cc3)[C@@H]2C1	-1	-1	2	.	0.1	.	0.1	-9
O=c1[nH]c(Nc2ccccn2)cc2ccccc12	-12	-102	-7	4	-0.1	?	0.0	-4
CC(=O)NCCc1nc2ccccc2n1CCc1ccccc1	-17	13	5	.	0.0	.	.	-2
CC(c1ccccc1)N1CCC(CNC(=S)Nc2cccc(Cl)c2)C1 (configuration not stated)	-16	12	8	3	4.6	-11	.	0
CC1CCCN(C(=O)COC(=O)c2ccc3[nH]c4c(c3c2)CCCC4)C1 (configuration not stated)	-4	-19	.	-8	-0.1	.	.	-1
O=C(C[C@@H]1C[C@H]2c3cc(NC(=O)C4CCC4)ccc3O[C@H]2[C@H](CO)O1)NCC(F)(F)F	6	-6	-6	4	0.0	-2	-0.2	-8
Cc1cc(C)cc(NC(=O)COC(=O)C2CC3C=CC2C3)c1 (configuration not stated)	-5	7	-3	1	0.3	5	0.0	-3
O=C(Nc1ccc(Oc2cccc(C(F)(F)F)c2)nc1)c1ccco1	-26	7	0	-4	-0.1	-7	3.0	-3
Cc1ccc(C)c(SCC(=O)Nc2cccc(S(=O)(=O)N3CCOCC3)c2)c1	-1	-3	-2	2	0.1	4	.	-3
COC(=O)C1=C(C)N(Cc2ccccc2)C(=S)NC1c1cccc(OC)c1 (configuration not stated)	-12	-18	9	.	0.3	.	4.4	0
O=C(C[C@@H]1C=C[C@@H](NC(=O)Nc2cc(F)ccc2F)[C@@H](CO)O1)NCc1ccc2c(c1)OCO2	0	.	-11	-2	0.0	-5	-0.2	0
